# Screening results (PubChem)
# S1P4 ag = activates the human S1P4 receptor; S1P4-expressing cell line, agonist reporter assay; activation, % at 4.98 µM; actives 0.35% (n = 220,000); in the data active = activation above about 11%;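 note: 0% = DMSO vehicle and 100% = reference agonist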
# Target sequence (O95977 whole entry, looked up): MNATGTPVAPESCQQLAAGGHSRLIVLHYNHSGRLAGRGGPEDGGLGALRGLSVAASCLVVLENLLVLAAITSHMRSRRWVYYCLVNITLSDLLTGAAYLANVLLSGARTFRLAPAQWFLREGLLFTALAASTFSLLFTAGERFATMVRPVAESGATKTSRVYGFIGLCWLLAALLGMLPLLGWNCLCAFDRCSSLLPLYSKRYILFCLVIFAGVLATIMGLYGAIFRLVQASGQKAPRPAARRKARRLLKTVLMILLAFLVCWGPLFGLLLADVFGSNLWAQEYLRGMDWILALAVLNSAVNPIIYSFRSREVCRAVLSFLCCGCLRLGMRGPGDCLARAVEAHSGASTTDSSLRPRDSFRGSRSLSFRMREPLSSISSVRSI
# S1P4 antagonist = antagonists of human S1P4 receptor; actives 0.26% (n = 220,000); AID 1510; S1P4-expressing cells, antagonist mode, reporter read-out; inhibition, % at 4.98 µM; in the data active = inhibition above about 29%;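 note: 0% = wells stimulated with agonist and 100% = vehicle wells without agonist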
# TRPML3 agonist = human mucolipin-3 channel agonism; HEK293 TRPML3-YFP, Fluo-8 calcium fluorescence; 100% = the carbachol control signal; Q8TDD5; AID 1448; actives 0.29% (n = 220,000); activation, % at 3 µM;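 active = activation above its plate's cutoff, the mean activation of the plate's test wells plus 3 SD, cut at about 12% in these data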;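 note: 0% = DMSO only wells and 100% = carbachol wells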
# Target sequence (Q8TDD5 whole entry, looked up): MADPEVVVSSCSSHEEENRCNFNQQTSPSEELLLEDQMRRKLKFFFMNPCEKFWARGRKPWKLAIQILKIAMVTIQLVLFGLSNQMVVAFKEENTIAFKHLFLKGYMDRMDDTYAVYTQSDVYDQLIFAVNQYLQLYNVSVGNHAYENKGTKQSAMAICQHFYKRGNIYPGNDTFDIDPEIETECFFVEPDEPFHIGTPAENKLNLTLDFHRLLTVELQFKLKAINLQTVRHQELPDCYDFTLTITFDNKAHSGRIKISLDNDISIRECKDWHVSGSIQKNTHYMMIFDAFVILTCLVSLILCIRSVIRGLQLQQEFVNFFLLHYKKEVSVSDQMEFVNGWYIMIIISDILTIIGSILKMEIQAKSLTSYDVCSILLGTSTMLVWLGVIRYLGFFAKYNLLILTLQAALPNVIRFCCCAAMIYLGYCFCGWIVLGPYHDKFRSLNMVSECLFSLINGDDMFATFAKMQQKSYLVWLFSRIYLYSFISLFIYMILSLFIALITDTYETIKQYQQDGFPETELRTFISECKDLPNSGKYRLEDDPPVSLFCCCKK
#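 Test system: HEK293 cells stably carrying human TRPML3-YFP; Doses: single dose, 3 µM final nominal compound, 0.3% DMSO final; Schedule: dye loading 1 h 37 °C then 30 min ambient, 125 s read; Technique: Fluo-8 calcium fluorescence; Benchmarks: high control carbachol 87 µM, low control DMSO.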
# Ba/F3 V617F tox = lowers viability of Ba/F3 cells expressing EpoR and JAK2V617F | inhibition, % at 5.6 µM | ATP luminescence | actives 1.1% (n = 220,000);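 active = inhibition above the campaign mean plus 3 SD over all tested compounds, cut at about 24% in these data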;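 note: cytokine-independent growth of Ba/F3 cells driven by EpoR plus mutant JAK2; 0% = DMSO-treated cells and 100% = JAK inhibitor I control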
# PERK inhibitor = inhibitors of human PERK kinase. Q9NZJ5. CHO PERK-DD fusion, SEAP luminescence translation reporter. inhibition, % at 5.6 µM. actives 0.17% (n = 220,000);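 active = inhibition above the mean inhibition of all tested compounds plus 3 SD, set separately per screening campaign, cut at about 2.9% in these data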;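 note: PERK kinase domain activated by AP20187 dimerizer at 100 nM; 0% = DMSO with dimerizer and 100% = rapamycin at 8.4 µM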
# EP2 mod = modulators of human EP2 prostaglandin E2 receptor | P43116 | induction, % at 25 µM | actives 0.83% (n = 260,000) | AID 940 | EP2-expressing cells, cAMP HTRF FRET, PGE2 co-stimulation;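 active = compounds whose cAMP rise, as percent of the full-agonist control response, exceeds 60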;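 note: rat C6 glioma line stably carrying human EP2 under a CMV promoter; the protocol text gives 20 µM as final concentration; 100% = response of wells given 1 µM PGE2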
# TRPN1 ag = zebrafish TRPN1 (NompC) channel agonism | HEK293 zebrafish TRPN1-YFP, Fluo-8 calcium fluorescence; 100% = response to 87 µM carbachol | activation, % at 3 µM | actives 0.18% (n = 220,000) | AID 1424;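 active = activation above its plate's cutoff, the mean activation of test wells on that plate plus 3 SD, cut at about 19% in these data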;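 note: 0% = DMSO alone and 100% = 87 µM carbachol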
#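 System: zebrafish TRPN1-YFP in HEK293 cells / Dosing: 3 µM single point / Timing: dye loading 1 h at 37 °C, then 30 min room temperature / Signal: Fluo-8 calcium fluorescence, excitation 470-495 nm, emission 515-575 nm / Read-out basis: percent activation from peak over basal fluorescence ratio, control-normalized / Control set: high carbachol 87 µM, low DMSO alone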
# BaF3 tox = parental Ba/F3 viability inhibition as JAK2V617F counter-screen | CellTiter-Glo ATP luminescence | inhibition, % at 5.6 µM | actives 1.1% (n = 220,000) | AID 1486;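 active = inhibition above a per-campaign cutoff, the mean inhibition of all tested compounds plus 3 SD, cut at about 27% in these data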;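 note: 0% = DMSO wells and 100% = JAK Inhibitor I control wells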
# m-calpain inh = inhibitors of pig calpain II. inhibition, % at 16 µM. purified calpain II, fluorogenic peptide substrate, 30 min. actives 0.37% (n = 220,000);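 active = inhibition above about 50%, limit read from the data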
# The depositor's hits bear a star; i = inactive; & = joins results of further samples. An unsorted share of the library; any-hit rate near 3.6%.
SMILES,S1P4 ag,S1P4 antagonist,TRPML3 agonist,Ba/F3 V617F tox,PERK inhibitor,EP2 mod,TRPN1 ag,BaF3 tox,m-calpain inh
Cc1cc(C)cc(NC(=O)C(NCCN2CCOCC2)c2ccccc2)c1 (stereo not given),1.0,-9.3,-0.2,4.5,-0.1,15.5,2.0,3.2,10.1
CCCCOC(=O)C1=C(C)NC2=C(C(=O)CCC2)C1c1cc(OC)ccc1OC (stereo not given),1.2,-3.0,-0.2,-2.3,-0.7,17.4,1.1,3.7,-34.4
COc1ccc(C2N=C(N)N=C(N)N2c2ccccc2)cc1OC (stereo not given),-0.7,4.0,-0.5,0.7,2.2,32.3,0.6,0.5,-13.0
CNc1nc(C)cc(C)c1S(=O)(=O)c1ccc(Cl)cc1,1.4,-10.1,-0.8,3.1,-0.8,32.9,-2.3,1.8,17.7
CN(C)CCN1C(=O)C(=O)/C(=C(/O)c2ccc(F)cc2)C1c1ccccc1 (stereo not given),1.3,-9.1,0.7,3.9,-0.3,18.0,0.4,1.6,12.2
CC(=O)c1ccc(NC(=S)NCc2cccnc2)cc1,-0.4,6.5,0.7,0.4,-0.5,3.3,0.6,-1.8,25.2
CNC(=O)Cn1c(C)cc(=O)c2cccc(OC)c21,0.9,-2.3,1.0,-4.0,0.5,19.9,0.7,-0.4,-78.5
COc1ccc(OC)c(S(=O)(=O)N2CCC(C(=O)Nc3ccccc3)CC2)c1,-2.5,0.4,0.8,-5.1,-0.1,-12.2&-49.4,3.1,0.5,7.9
O=C(CNCc1ccco1)Nc1ccc(Oc2ccccc2)cc1,3.1,-6.4,0.1,1.1,-0.2,-2.2,-1.3,8.4,14.6
Cc1ccc(C)c(CSC2=NCCN2C(=O)c2cccs2)c1,1.9,-4.1,0.3,-0.5,0.5,38.4,-2.4,3.1,-9.7
COc1ccccc1NC(=O)N(Cc1ccco1)Cc1cc2cc(C)cc(C)c2[nH]c1=O,2.6,-14.6,-0.4,-4.0,-1.0,33.3,-0.7,3.6,-53.4
Cc1ccsc1C(=O)N1CCC(CO)(Cc2ccccc2)CC1,1.3,19.0,1.8,-1.9,0.5,-17.4,2.0,5.8,-25.9
CCOc1cc(/C=C/c2ccc3cccc([N+](=O)[O-])c3n2)ccc1OCC(=O)N(C)C,0.8,-7.0,0.0,3.0,-0.2,-43.6,0.4,11.5,-39.8
Cc1ccc(-c2nn(C)c(=O)c3ccccc23)cc1CNC(=O)Cn1nc(-c2ccccc2)c2ccccc2c1=O,-0.3,0.6,0.2,-1.5,0.1,11.7,-0.8,0.4,-78.0
O=C(N[C@@H](c1ccccc1)[C@@H]1C[C@H]1C(=O)O)OCc1ccccc1,1.1,12.1,0.4,3.0,-0.6,11.4,2.1,4.3,25.3
Cc1ccc(C(=O)NNc2cc(N3CCCC3)nc(N3CCCC3)n2)cc1,1.8,-6.6,-1.4,-1.9,-0.1,-10.1&11.8,-0.7,26.4,-19.9
O=c1cc(-c2ccc(O)cc2)oc2c([C@@H]3O[C@H](CO)[C@@H](O)[C@H](O)[C@H]3O)c(O)c([C@@H]3O[C@H](CO)[C@@H](O)[C@H](O)[C@H]3O)c(O)c12,1.1,-0.1,0.4,4.9,0.8,19.8,0.1,6.8,25.0
CC(O)CNC12CC3CC(CC(C3)C1)C2 (stereo not given),3.0,8.7,0.6,4.0,0.9,6.1,0.1,-0.9,4.7
CC1CCC2C(=O)N(c3ccc(S(=O)(=O)c4ccccc4)cc3)C(=O)C2C1 (stereo not given),1.0,-15.3,2.1,-1.9,-0.1,-13.8,3.2,5.3,8.2
CC(C)(C)Nc1nc(NN)nc(NC(C)(C)C)n1,-0.9,-4.5,0.0,-3.3,1.0,-1.6,0.7,-0.5,-22.4
COC(=O)c1ccccc1NS(=O)(=O)c1ccc(NC(C)=O)cc1,0.2,-13.7,1.7,-2.3,0.5,-40.4,0.7,-0.7,-29.1
O=C(Cc1ccc(-n2c(=O)c3sccc3n(CC(=O)Nc3ccccc3F)c2=O)cc1)NCc1ccco1,-3.2,-2.9,-0.3,3.1,0.9,13.9,-0.3,3.2,-59.6
CCc1ccccc1NC1Nc2cc(C)nn2S1 (stereo not given),0.5,-2.3,1.1,2.7,1.6,-16.6,1.7,6.0,27.2
Cc1cc(C)nc(N/N=C/c2cn[nH]c2-c2ccccc2)n1,0.0,6.1,0.1,-2.5,0.4,-26.0,1.1,2.6,5.9
O=c1oc2ccccc2cc1-c1cn2cccnc2n1,0.3,2.6,0.3,-1.6,0.3,9.2,0.8,12.3,i
Cc1nc(C)c(NC(=O)OC(C)C)cc1NC(=O)OC(C)C,0.0,-0.4,-0.1,0.2,0.3,9.6,-0.2,7.1,-14.1
CC(C)(C)C1CCc2sc(C(=O)NNC(=O)CCl)cc2C1 (stereo not given),0.6,9.7,-0.4,7.6,0.3,6.2,-0.7,1.7,66.5*
COc1ccc(C2CC(C(F)(F)F)n3nc(C(=O)Nc4c(C)n(C)n(-c5ccccc5)c4=O)c(Cl)c3N2)cc1 (stereo not given),2.3,-29.6,0.6,-1.1,-0.3,6.9,-1.4,1.4,-14.0
O=C(Nc1ccccc1Sc1ccccc1)c1ccccc1,-1.0,5.3,-0.7,-4.8,-0.5,28.7,-1.7,1.0,5.6
CCOC(=O)Cc1n[nH]c(=O)c2ccccc12,0.0,-0.4,1.3,-3.6,1.3,4.4,1.3,1.5,-32.0
Cc1ccc(-c2csc(/C=C3\SC(C)C(=O)N3CC(=O)Nc3ccccc3F)n2)cc1 (stereo not given),1.3,-12.5,0.4,-1.7,0.7,-9.9,1.5,-4.1,67.0*
COc1ccc(C(=O)OC(C)C(=O)Nc2cc(C(F)(F)F)ccc2Cl)c(OC)c1OC (stereo not given),4.0,-6.6,-0.1,3.5,-0.3,9.5,-1.8,7.2,20.0
N=C1CCC(=N)c2c1c(O)c1ccccc1c2O,-1.0,-8.6,-0.1,-0.8,0.9,-31.4,-2.2,6.7,23.6
CCOc1ccc(-c2nnc(SCc3nnc(-c4ccccc4)o3)n2-c2ccccc2F)cc1,-0.2,20.4,-0.5,9.9,-2.0,-6.1,-0.1,10.3,35.7
Cc1ccc(C(=O)N2CCN(c3ccccc3)CC2)cc1C,-1.4,-5.4,0.0,-2.0,0.0,-3.6,-0.2,7.0,12.5
COc1cccc(N2C(N)=NC(N)=NC2(C)C)c1,0.0,-16.7,0.8,94.5*,1.1,13.5,1.8,92.9*,-9.1
CCN(CC)CCCn1c(C)cc2c(c1=O)C(c1cc(OC)c(OC)cc1OC)C(C#N)=C(N)O2 (stereo not given),1.7,6.5,0.1,-0.1,0.6,-12.1,2.5,3.2,9.3
CCOC(=O)N1CCN(S(=O)(=O)c2cc(Br)cc3c2N(C(C)=O)C(C)C3)CC1 (stereo not given),1.9,-20.3,1.0,-0.4,-0.6,-18.5,0.5,5.9,5.5
CCc1nnc(NS(=O)(=O)c2ccc(NC(=O)c3cc(Cl)ccc3Cl)cc2)s1,-1.7,8.4,0.5,0.2,1.8,-21.4,1.6,6.3,-12.8
COc1ccc(CCCC(=O)Nc2ccccc2F)cc1,-0.3,-3.4,-0.8,-5.2,0.2,-53.7,-0.4,0.5,3.5
O=C(O)c1ccc(NS(=O)(=O)c2cccc3cccnc23)cc1,-0.4,-20.2,0.7,0.2,0.7,0.0,1.2,4.6,-11.3
Cn1nc(-c2ccc(Cl)cc2)cc1NC(=O)CC(C)(C)CC(=O)O,0.8,1.1,0.6,-1.1,2.6,-16.4,0.9,-0.2,-16.9
CC(C)NC(=O)NC(=O)CSc1nnc(COc2ccccc2F)n1C(C)C1CC2CCC1C2 (stereo not given),-0.3,15.0,-1.4,3.0,-0.3,57.2,-1.8,9.8,19.3
COc1cc(OC)cc(-c2n[nH]c(=S)n2-c2ccc3c(c2)OCO3)c1,1.4,-6.3,-0.9,3.8,-1.0,27.6,-1.4,7.0,17.6
Cc1cc(SCC(=O)NC(=O)NCc2ccco2)nc2ccccc12,-0.1,10.3,-0.8,2.5,-0.1,30.6,-0.6,3.3,-13.5
Cc1ccc(-n2ncc3c(=O)n(CC(=O)NC4CCCCC4)cnc32)cc1C,-0.5,-15.2,-0.4,-5.6,0.0,10.3,-0.3,3.4,-27.9
O=c1cc(CSc2nc3ccccc3[nH]2)c2ccccc2[nH]1,-1.6,11.1,0.5,3.4,-0.6,4.8,-1.3,5.2,-9.6
O=C(NC(=S)Nc1ccc2[nH]ncc2c1)c1ccccc1,-0.3,-8.8,-0.7,-1.1,0.7,-41.6,-0.6,-0.3,-28.4
CCOC(=O)CSc1ncnc2c1cnn2-c1ccc(C)cc1,0.5,-1.3,-0.3,3.0,1.0,5.5,0.7,6.2,-0.7
CC(C)(C)c1cc(NC(=O)COc2ccc(Br)cc2)n(-c2ccccc2)n1,1.2,9.2,0.6,2.5,-1.7,13.5,-0.9,4.2,26.0
C=CCn1c(=O)c2ccc(C(=O)NCc3ccccc3)cc2n(Cc2ccccc2Cl)c1=O,0.5,-6.6,0.9,-0.9,0.8,10.9,-0.6,6.3,10.8
CN(C)c1ccc(NC(=S)c2ccccn2)cc1,1.7,-2.7,-0.7,-0.2,0.9,-2.9,-1.8,4.8,-13.0
Cc1ccc(Cn2cccc(NC(=O)NCc3ccccc3)c2=O)cc1,-1.5,2.8,1.1,-1.4,-0.1,10.4,4.3,4.0,-18.3
O=C(Nc1ccccc1Cl)C1CC(=O)N(c2ccccc2)C1 (stereo not given),0.4,-0.7,0.2,6.9,0.0,-14.0,-1.4,-1.7,10.8
O=C(CSc1nnc(-c2ccccc2)o1)NC1CCS(=O)(=O)C1 (stereo not given),1.9,9.6,0.7,2.3,0.3,-4.6,0.7,4.0,-9.1
CCOCCCNC(=S)NCCCNc1nc2c(C)cc(C)cc2cc1C#N,1.5,-6.3,0.1,3.9,-0.3,-36.3,-1.0,5.5,-202.0
O=C(NNC1=NCCCCC1)Nc1cccc(Cl)c1,-0.2,-19.5,0.7,2.0,0.8,-34.6,0.2,1.9,22.3
Cn1cnc([N+](=O)[O-])c1Oc1cccc(O)c1,0.7,-17.7,0.5,-4.4,1.3,11.6,-0.9,1.1,2.5
O=C(CSc1nc2ncc(Br)cc2[nH]1)c1ccc([N+](=O)[O-])cc1,0.8,1.9,-0.7,-3.0,0.0,-9.6,-1.1,-0.1,12.3
O=C(Cn1cc(C(F)(F)F)cc(Cl)c1=O)Nc1cc(S(=O)(=O)N2CCOCC2)ccc1Cl,-0.3,-11.0,-0.1,-4.8,0.0,21.5,-1.8,2.4,-9.9

# In a second layout: results already given.
# The line under a structure holds: S1P4 ag	S1P4 antagonist	TRPML3 agonist	Ba/F3 V617F tox	PERK inhibitor	EP2 mod	TRPN1 ag	BaF3 tox	m-calpain inh
- CCOCCCNC(=S)NCCCNc1nc2c(C)cc(C)cc2cc1C#N
→ 1.5	-6.3	0.1	3.9	-0.3	-36.3	-1.0	5.5	-202.0
- O=C(Nc1ccccc1Cl)C1CC(=O)N(c2ccccc2)C1 (stereo not given)
→ 0.4	-0.7	0.2	6.9	0.0	-14.0	-1.4	-1.7	10.8
- CCOC(=O)CSc1ncnc2c1cnn2-c1ccc(C)cc1
→ 0.5	-1.3	-0.3	3.0	1.0	5.5	0.7	6.2	-0.7
